PLK1 PBD inh: qHTS for Inhibitors of PLK1-PDB (polo-like kinase 1 - polo-box domain): Primary Screen. Potency, µM, inactives show max response, negative = inhibition, most hits filed as inhibitors. Serine/threonine-protein kinase PLK1 (Homo sapiens), P53350. 360,000 tested, 2.8% active. Plk1 PBD binding of FITC phosphopeptide, fluorescence polarization; further: potency means the concentration at half of the fitted maximal effect; series mostly up to about 57 µM; on the % scale 0 is the no-effect control and ±100 the full control effect; nearly all actives have a fitted effect of over 65% in size
CCT chaperon mod: High-Throughput Screening for Modulators of Cytosolic Chaperonin Activity. 360,000 tested, 0.3% active. activity change, % (concentration not given with the values), hits read low. purified chaperonin ATPase assay, HTRF ADP detection, 30 min; in the data active means activity change below about -30%; further: on the % scale 0 is the no-effect control and ±100 the full control effect
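TRiC at 40 or 20 nM final (batch-dependent) in 30 mM Tris pH 7.4, 100 mM KCl, 5 mM MgCl2, 1 mM DTT, with compound at single 76 uM and 10 uM ATP, 30 min at 37 deg C. ADP detected by HTRF Transcreener, 665/615 ratio.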
EPAC1 antag: qHTS for Antagonist of cAMP-regulated guanine nucleotide exchange factor 3 (EPAC1): primary screen. EPAC1 GEF assay, Rap1b-BODIPY-GDP exchange fluorescence. Potency, µM (top dose mostly 115 µM), without a hit: at the highest dose activity change, negative = inhibition, usual class: inhibitors. 360,000 tested, 0.14% active;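 further: potency means the concentration at half of the fitted maximal effect; plate controls were vehicle for no effect and positive control for full effect; nearly all actives have a fitted effect of over 50% in size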
Target sequence (O95398 whole entry, looked up): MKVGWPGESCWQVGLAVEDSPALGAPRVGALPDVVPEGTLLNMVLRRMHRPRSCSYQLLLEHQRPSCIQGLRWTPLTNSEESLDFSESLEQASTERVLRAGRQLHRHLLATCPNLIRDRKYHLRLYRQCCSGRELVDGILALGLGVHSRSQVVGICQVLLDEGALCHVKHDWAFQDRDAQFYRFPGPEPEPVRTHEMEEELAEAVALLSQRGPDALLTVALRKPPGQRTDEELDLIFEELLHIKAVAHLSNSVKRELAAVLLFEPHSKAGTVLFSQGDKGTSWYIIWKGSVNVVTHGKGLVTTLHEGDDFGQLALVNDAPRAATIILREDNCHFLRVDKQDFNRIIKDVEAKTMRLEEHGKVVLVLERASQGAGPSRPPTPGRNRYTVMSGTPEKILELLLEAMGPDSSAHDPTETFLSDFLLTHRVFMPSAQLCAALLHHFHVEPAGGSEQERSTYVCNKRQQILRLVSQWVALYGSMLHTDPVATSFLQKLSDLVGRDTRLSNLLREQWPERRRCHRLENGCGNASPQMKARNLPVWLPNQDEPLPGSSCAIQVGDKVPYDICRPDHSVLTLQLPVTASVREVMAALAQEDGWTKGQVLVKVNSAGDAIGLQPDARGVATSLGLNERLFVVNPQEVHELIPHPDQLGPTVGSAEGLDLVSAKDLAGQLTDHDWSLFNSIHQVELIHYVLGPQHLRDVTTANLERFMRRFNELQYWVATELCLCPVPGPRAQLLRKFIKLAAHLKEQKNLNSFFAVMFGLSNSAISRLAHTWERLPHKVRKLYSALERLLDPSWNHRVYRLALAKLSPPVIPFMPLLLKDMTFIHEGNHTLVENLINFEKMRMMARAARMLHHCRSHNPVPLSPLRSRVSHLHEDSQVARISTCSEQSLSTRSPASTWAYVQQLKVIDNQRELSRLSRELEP
IL-2 act: qHTS of IL-2 Activators. 360,000 tested, 0.065% active. activation, % (series mostly up to about 46 µM). IL-2 activation reporter assay, cell-based qHTS; stimulated with anti-CD3/CD4/CD28 beads; in transgenic mouse T cells; in the data active means activation above about 50%; inconclusive means mostly about 30% to 49%; further: 0% is about no effect
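Quantitative HTS in unstimulated transgenic mouse T cells, with memory T cells as non-tolerant control and PMA/ionomycin as tolerance-bypass control. Compound pretreatment lasted 60 minutes before 18 h bead stimulation; EGFP/DsRed fluorescence read.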
EPAC1 ag: qHTS for Agonist of cAMP-regulated guanine nucleotide exchange factor 3 (EPAC1): primary screen; Potency, µM (top dose mostly 154 µM), for the others: at the top dose activation, most hits filed as activators; Rap guanine nucleotide exchange factor 3 (Homo sapiens), O95398; 360,000 tested, 0.073% active; AID 720707, 2013; EPAC1 agonist qHTS, biochemical assay; response scale: 100% = response to 6.5 mM cAMP; further: potency means the concentration at half of the fitted maximal effect; nearly all actives have a fitted effect of over 60% in size
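Read-out is the fluorescence drop as BODIPY-GDP leaves Rap1B (480 nm excitation, 540 nm emission), recorded every 5 minutes over 30 minutes. Reactions held 100 nM EPAC1, 250 nM Rap1B–BODIPY-GDP and 50 uM GDP, with 6.5 mM cAMP setting full activation.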
WRN inhibitor: qHTS for Inhibitors of WRN Helicase; AID 651768, 2012; WRN helicase unwinding, fluorescent forked duplex, kinetic; Bifunctional 3'-5' exonuclease/ATP-dependent helicase WRN (Homo sapiens), Q14191; 360,000 tested, 0.46% active; Potency, µM (titrated, usually from 114 µM), without a hit: top-dose activity change, negative = inhibition, actives largely listed as inhibitors; further: potency means the concentration at half of the fitted maximal effect; on the % scale 0 is the no-effect control and ±100 the full control effect; nearly all actives have a fitted effect of over 55% in size
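Screening of the MLSMR collection measured strand separation of a quenched forked DNA duplex (100 nM) by 20 nM WRN with 2 mM ATP, all final. Compounds were preincubated with enzyme 15 min at room temperature.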
PI5P4K alpha inh: qHTS for Inhibitors of phosphatidylinositol 5-phosphate 4-kinase (PI5P4K). Phosphatidylinositol 5-phosphate 4-kinase type-2 alpha (Homo sapiens), P48426. PI5P4Kalpha enzyme, ADP-Glo luminescence, 60 min; hits give low values. max response, %. 330,000 tested, 1.2% active. AID 652105, 2013; active means max response of -50% or lower; inconclusive means between -30% and -50%; inactive means -30% or higher; further: value at the top dose of about 77 µM; on the % scale 0 is the no-effect control and ±100 the full control effect
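ADP-Glo luminescence end-point read after a 60 min room-temperature kinase reaction of PI5P4Kalpha plus substrate, initiated with ATP at 5 microM final. Buffer: 0.038 M HEPES pH 7.4, EGTA, 0.1% CHAPS, 5% DMSO.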
EPAC2 ag: qHTS for Agonist of cAMP-regulated guanine nucleotide exchange factor 4 (EPAC2): primary screen; EPAC2 activation, biochemical qHTS; response scale: 100% = 6.5 mM cAMP response; Potency, µM (series often up to 154 µM), for inactives: top-dose activation, actives largely listed as activators; 360,000 tested, 0.079% active; AID 720711, 2013; further: potency means the concentration at half of the fitted maximal effect; nearly all actives have a fitted effect of over 50% in size
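Readout is BODIPY fluorescence (480 nm excitation, 540 nm emission), which falls as labeled GDP is exchanged off Rap1B. EPAC2 at 100 nM acted on 250 nM RAP1B-BODIPY-GDP with 50 uM GDP present.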
* marks the source's active call; other numbers are inactive results; ? = inconclusive; / = not tested or not shown; [ ] = remark or other dose. Unless noted, the call rests on the fitted dose curve; in most records, active means well fitted curve in the direction sought with a large enough effect; inconclusive means small, poorly fitted or top-dose-only effect, or another doubt; inactive means no such curve, though single readings can be large; an effect the other way counts as inactive or inconclusive. Not all compounds are listed. The share of hits here may be higher or lower than overall.

entry	molecule	CCT chaperon mod	EPAC1 ag	PI5P4K alpha inh	PLK1 PBD inh	EPAC2 ag	WRN inhibitor	EPAC1 antag	IL-2 act
1	COC(=O)c1cccc2c1-c1ccccc1/C2=N\NC(N)=O	-1.3	-1%	5	-11%	4%	10%	6%	0.2
2	C/C(=N\NS(=O)(=O)c1ccc(Cl)c([N+](=O)[O-])c1)c1cc2ccccc2o1	-0.5	6%	7	?	2%	-25%	0%	1.7
3	COc1ccc(C2N=C(c3ccccc3)C(C)(C)N2O)cc1 (stereo not drawn)	1.8	4%	/	-8%	8%	3%	17%	-1.7
4	Cn1cccc1Cc1nnc(SCC(=O)N2CCc3ccccc32)n1-c1ccc(F)cc1	-0.2	-9%	-7	?	-8%	1%	-2%	-1.3
5	C#CCOc1c(Cl)cc(/C=C2/C(=O)ON=C2C)cc1OC	-24	-12%	0	4.7µM*	-4%	-16%	-20%	-2.5
6	C#CCOCCOCCOCCNc1nc(N2CCN(C(=O)[C@H]([C@@H](C)CC)n3cc([C@@H](N)CC(C)C)nn3)CC2)nc(N2CCN(C(=O)[C@H](CCCCN)n3cc([C@@H](N)CO)nn3)CC2)n1	-24	-20%	44	-5%	4%	-4%	-18%	-0.2
7	Cc1cccc(-c2nc(C#N)c(NC3CCCCC3)o2)c1	-1.0	16%	20	-1%	-13%	-4%	-21%	2.0
8	CCOC(=O)c1ccc(NC(=S)N(CCCN2CCCC(C)C2)Cc2ccco2)cc1 (stereo not drawn)	-3.1	-1%	14	3%	9%	5%	-14%	-2.8
9	O=C(O)COc1cccc2nsnc12	-3.4	-4%	-27	-11%	3%	6%	-25%	-0.6
10	CC(Oc1ccccc1)C(=O)N1CCC2(CC1)CC(=O)c1ccccc1O2 (stereo not drawn)	-3.2	7%	8	-8%	7%	-2%	8%	-0.5
11	CCN1C(=O)C(=O)N(Cc2ccc(OC)c(F)c2)C1=O	-0.9	1%	-8	-18%	20%	-6%	-3%	-0.7
12	CCc1ccc(-c2nc(CS(=O)CC(=O)NCCc3ccccc3)c(C)o2)cc1 (stereo not drawn)	-1.1	3%	5	?	-1%	-6%	-15%	-0.6
13	CC1COC(=C2C(=O)OCC2C)C1 (stereo not drawn)	-4.2	6%	0	0%	0%	9%	8%	-0.1
14	COc1cccc(/C=N/NC(=S)NCCc2ccccc2)c1	-1.2	14%	31	-10%	27%	-8%	6%	-4.2
15	CC1CC(=O)Nc2ccccc2N1C(=O)COc1ccccc1C(N)=O (stereo not drawn)	0.0	-4%	-7	-2%	10%	10%	8%	-1.2
16	NS(=O)(=O)c1ccc(CCNC(=O)CCCNC(=O)c2ccc(Cl)cc2)cc1	-1.7	8%	-3	-12%	16%	-2%	1%	0.8
17	COc1ccc(CNS(=O)(=O)NCc2ccccc2)cc1	-1.3	-18%	0	-4%	-5%	-5%	-17%	-2.6
18	CN1CCc2c(C#N)c(N3CCOCC3)nc(NCC3CCCO3)c2C1 (stereo not drawn)	-1.5	-8%	2	-18%	7%	-3%	-15%	1.4
19	O=C(Nc1ccc(Oc2cccnc2)cc1)C1CCN(Cc2ccccc2)CC1	1.9	-19%	3	1%	5%	-6%	-1%	0.2
20	Cc1cc2c(cc1S(=O)(=O)CCC(=O)N(C)Cc1ccccc1)OCC(=O)N2	-1.4	-17%	0	-25%	13%	13%	21%	0.0
21	CC1CCC(NS(=O)(=O)c2ccc(Cl)nc2)CC1 (stereo not drawn)	2.4	-9%	5	-9%	-2%	-24%	-26%	1.2
22	Cc1nc2ccccc2c2oc(C(=O)NCc3ccccn3)cc12	-1.6	-4%	/	0%	0%	-4%	2%	-0.7
23	COc1ccc(CNC(=O)COC(=O)CCCOc2ccc(Cl)cc2Cl)cc1OC	-0.9	9%	0	-9%	3%	-3%	-17%	-1.3
24	O=[N+]([O-])c1cc(Cl)cc(/C=N\Nc2ccccn2)c1O	-0.6	-4%	-60*	3.4µM*	-13%	-11%	6%	-3.2
25	O=C(CCN1CCN2CCCC2C1)N1c2ccccc2Sc2ccc(Cl)cc21 (stereo not drawn)	-2.7	15%	4	1%	7%	-8%	7%	3.7
26	Cc1ccnc(NS(=O)(=O)c2ccc(NC(=O)C3CCCNC3=O)cc2)n1 (stereo not drawn)	-2.7	-1%	3	-6%	6%	-5%	-3%	-0.5
27	CCc1ccc2[nH]c(=O)c(CN(CCN3CCCC3)C(=O)NC3CCCCC3)cc2c1	0.3	-11%	1	-1%	0%[15.6 µM]	10%	-6%	-0.8
28	O=C(c1cccc(OC2CCN(Cc3cccc(OCCO)c3)CC2)c1)N1CCCC1	0.4	2%	4	1%	10%	-27%	13%	-4.1
29	O=C(CCCOc1ccc(Cl)cc1)N1CCOCC1	-3.1	-12%	-10	?	-9%	8%	4%	-0.7
30	O=c1cc(-c2ccccc2O)nc(-c2ccccc2)[nH]1	-0.1	-1%	-11	-1%	5%	-8%	-9%	-0.4

3 structures already listed, arranged by molecular weight, ascending.
entry	molecule	CCT chaperon mod	EPAC1 ag	PI5P4K alpha inh	PLK1 PBD inh	EPAC2 ag	WRN inhibitor	EPAC1 antag	IL-2 act
18	CN1CCc2c(C#N)c(N3CCOCC3)nc(NCC3CCCO3)c2C1 (stereo not drawn)	-1.5	-8%	2	-18%	7%	-3%	-15%	1.4
16	NS(=O)(=O)c1ccc(CCNC(=O)CCCNC(=O)c2ccc(Cl)cc2)cc1	-1.7	8%	-3	-12%	16%	-2%	1%	0.8
23	COc1ccc(CNC(=O)COC(=O)CCCOc2ccc(Cl)cc2Cl)cc1OC	-0.9	9%	0	-9%	3%	-3%	-17%	-1.3

Compounds above that contain a cyano group, in the order listed:
entry	molecule	CCT chaperon mod	EPAC1 ag	PI5P4K alpha inh	PLK1 PBD inh	EPAC2 ag	WRN inhibitor	EPAC1 antag	IL-2 act
7	Cc1cccc(-c2nc(C#N)c(NC3CCCCC3)o2)c1	-1.0	16%	20	-1%	-13%	-4%	-21%	2.0
18	CN1CCc2c(C#N)c(N3CCOCC3)nc(NCC3CCCO3)c2C1 (stereo not drawn)	-1.5	-8%	2	-18%	7%	-3%	-15%	1.4

Carrying on:
entry	molecule	CCT chaperon mod	EPAC1 ag	PI5P4K alpha inh	PLK1 PBD inh	EPAC2 ag	WRN inhibitor	EPAC1 antag	IL-2 act
31	O=C1OCCN1N=Cc1ccco1	-2.4	-4%	2	1%	6%	16%	5%	0.3
32	CCOC(=O)c1cnc2nc(NCc3ccc(OCc4ccccc4)cc3)[nH]n2c1=O	2.6	5%	/	-23%	-24%	-2%	7%	-1.9
33	CCC(=O)Oc1c(S(=O)(=O)c2ccc(C)cc2)c(C)nn1C(C)(C)C	-0.8	-4%	17	-15%	13%	-5%	-9%	0.4
34	CNc1ccccc1C(=O)OCC(=O)c1ccccc1	-2.6	6%	3	0%	11%	-2%	-2%	-0.1
35	COc1ccc(NC(=O)NC2CCCc3ccccc32)c(OC)c1 (stereo not drawn)	-0.8	-12%	-4	-7%	3%	9%	-12%	-4.6
36	CC(C)C[C@H](NS(=O)(=O)c1ccc(Br)cc1)C(=O)O	-0.2	2%	/	0%	-2%	8%	-2%	-2.2
37	CCC(C)NC(=O)CSC1=Nc2ccccc2C2=NC(c3ccccc3)C(=O)N12 (stereo not drawn)	-0.1	-3%	/	0%	3%	-7%	11%	1.6
38	Cc1cccc(-n2c(-c3csc(C)c3)n[nH]c2=S)c1	-1.4	7%	/	-12%	2%	-15%	5%	-1.9
39	CCOC(=O)c1oc2c(CN3CCN(C)CC3)c(O)ccc2c(=O)c1-c1ccc(Br)cc1	1.8	-6%	2	-14%	9%	-6%	-16%	-0.9
40	CCOc1ccccc1N1CC(C(=O)Nc2cc(S(=O)(=O)N3CCOCC3)ccc2OC(C)C)CC1=O (stereo not drawn)	-1.0	6%	-1	0%	0%	-5%	-13%	0.9
41	Cc1ccc(-c2cc3nc(C)cc(N4CCN(C(=O)c5ccoc5)CC4)n3n2)cc1	10	11%	12	7%	10%	-2%	13%	-2.1
42	CCOc1ccc(OCC)c(NC(=O)Cn2c(C)nc3ccccc3c2=O)c1	1.5	-5%	-8	5%	-3%	9%	12%	-1.7
43	COc1ccc(CCNC(=O)c2cc(=O)[nH]c3ccccc23)cc1	-0.5	10%	0	-1%	2%	-5%	6%	2.7
44	CN(C)CCCN(C(=O)c1ccc(C(=O)c2ccccc2)cc1)c1nc2c(F)cccc2s1	-5.2	8%	-9	-11%	13%	-2%	?	-3.3
45	CC(C)(C)n1nc2c(c1NC(=O)c1cccs1)CS(=O)C2 (stereo not drawn)	1.3	3%	-6	-1%	5%	-1%	-18%	0.2
46	COc1ccc2c(c1)N(C)/C(=C1/SC(=S)N(NC(C)=O)C1=O)S2	-24	13%	-9	-21%	8%	-5%	10%	-0.6
47	CCNc1c(N)c(=O)oc2ccccc12	-2.3	5%	-8	0%	-11%	-36%[57.1 µM]	3%	-2.1
48	C=C[C@@H]1c2cc(C)ccc2N(S(=O)(=O)c2ccc(C)cc2)[C@H](c2ccccc2)C1(C#N)C#N	1.9	-18%	3	-14%	7%	?	-17%	1.1
49	Cc1ccccc1SCCNC(=O)c1ccccc1Br	-4.0	-3%	7	-17%	17%	-6%	-11%	1.0
50	CN1CCCN(C(=O)CNC(=O)c2ccccc2F)CC1	1.2	-5%	5	-2%	9%	-9%	11%	-4.2
51	CCC(CC)NC(=O)CON=C1c2ccccc2-c2ccccc21	-1.8	-4%	0	-9%	4%	5%	?	-4.9

From PubChem BioAssay
